Screening results deposited in PubChem by several laboratories.
AID2073 – inhibitors of Mint1-CaV2.2 protein interaction, biochemical, HTRF (AID 2073) | Voltage-dependent N-type calcium channel subunit alpha-1B (Homo sapiens) | HTRF protein-protein interaction, Mint1-CaV2.2; higher % means a stronger effect | inhibition, % at 20 µM, or IC50 in µM where a hit was titrated | 290,000 compounds, 0.19% hits; in the data active = inhibition mostly above about 51%, no sharp cut-off; inconclusive = no clear call, values can overlap the other calls; inactive = mostly below about 53%; note: some results filed as inactive read as strong as hits
KOR beta-arrestin-1 – KOR agonists, beta-arrestin recruitment, primary screen, cell-based, luminescence, uHTS (AID 1777); KOR beta-arrestin recruitment, luminescence; higher % means a stronger effect; activation, % at 10 µM; hits with a dose series show EC50 in µM; 280,000 compounds, 0.02% hits; in the data active = activation above about 50%, passing the limit was not always enough; note: a part of the inactive calls stands beside numbers as strong as those of hits
Dynein cargo inh – inhibitors of GR-EGFP nuclear translocation, primary screen, dynein cargo transport inhibitor project, imaging, high-content, 3617.4 mouse cells. test concentration mostly 20 µM; stimulated with dexamethasone, 1 µM; hits give low values. z-score, hits read low. 220,000 compounds, 0.47% hits;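 active = plate z-score of nuclear minus cytoplasmic receptor signal below a set negative limit, without overly bright fluorescence or cell loss, cut at about -3.5 in these data, passing the limit was not always enough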;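 note: z-score of nuclear minus cytoplasmic ring GR-EGFP intensity difference per well; some compounds called inactive have numbers as strong as hits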
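Schedule: 48 h induction, then 1 h compound, then 30 min agonist, 37 °C. Buffer or medium: tetracycline-free induction medium containing charcoal-stripped FBS. Reagent: 1.0 µM final dexamethasone stimulus. Evaluation: nuclear versus cytoplasmic GR-EGFP signal, averaged per well. Signal: high-content fluorescence imaging after fixation.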
GPR55 activation – GPR55 agonists via beta-arrestin recruitment, primary screen, imaging, U2OS cells, beta-arrestin-GFP redistribution (AID 1961) | G-protein coupled receptor 55 (Homo sapiens) | U2OS GPR55 beta-arrestin-GFP redistribution imaging; higher % means a stronger effect | activation, % at 10 µM, or EC50 in µM where a hit was titrated | 290,000 compounds, 0.048% hits;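 active = activation above 40% with more than 50 cells counted in the well; inconclusive = wells holding fewer than 50 cells, flagged as toxic or sparse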;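 note: U2OS osteosarcoma cells stably expressing GPR55 and beta-arrestin-GFP; plate controls were DMSO negative control for no effect and LPI positive control for full effect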
NOD2 inhibition – NOD2 signaling inhibitors, cell-based, luminescence, uHTS, HEK293 (AID 1566). HEK293 NOD2/NF-kB luciferase reporter, luminescence; higher % means a stronger effect. inhibition, % at 4 µM; hits with a dose series show EC50 in µM. 290,000 compounds, 0.63% hits; note: many of its hits are not listed in these tables
P. falciparum M1AAP – P. falciparum M1AAP inhibitors, biochemical, fluorogenic H-Leu-NHMec substrate, 1536-well (AID 1445). Aminopeptidase N (Plasmodium falciparum (isolate 3D7)). recombinant M1AAP, H-Leu-NHMec fluorogenic kinetic assay; higher % means a stronger effect. one-dose inhibition, % at 30 µM; IC50 in µM for titrated hits. 220,000 compounds, 0.42% hits;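 active = primary inhibition above the hit cutoff, then over 50% inhibition at one or more dose response concentrations, cut at about 23% in these data, passing the limit was not always enough; inconclusive = conflicting primary data, or primary hits not chosen for dose response; inactive = low primary inhibition, or under 50% at every dose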;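 note: plate controls were DMSO full reaction for no effect and no enzyme background for full effect; strong numbers were not always called active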
M17LAP inhibition – P. falciparum M17LAP inhibitors, primary screen, biochemical, fluorogenic H-Leu-NHMec substrate, 1536-well (AID 1619); recombinant M17LAP, H-Leu-NHMec fluorogenic kinetic assay; higher % means a stronger effect; inhibition, % at 30 µM, or IC50 in µM where a hit was titrated; 220,000 compounds, 0.38% hits;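 active = compound inhibiting the enzyme by more than half at any dose during confirmatory dose-response retesting; inconclusive = strong single-dose inhibitors picked by rank but not retested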;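 note: plate controls were full reaction with DMSO carrier for no effect and no enzyme background for full effect; strong numbers were not always called active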
NOD1 inhibition – NOD1 signaling inhibitors, primary screen, cell-based, luminescence, uHTS (AID 1578). 290,000 compounds, 1% hits. one-dose inhibition, % at 4 µM; EC50 in µM for titrated hits. NOD1-driven NF-kB luciferase reporter cells, luminescence; higher % means a stronger effect; in the data active = inhibition mostly above about 36%, no sharp cut-off; inactive = mostly below about 34%;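 note: HEK-293T reporter cells stimulated with the NOD1 agonist gamma-tri-DAP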
KOR beta-arrestin-2 – KOR antagonists, beta-arrestin recruitment, cell-based, luminescence, uHTS (AID 1778) | 290,000 compounds, 0.091% hits | Kappa-type opioid receptor (Homo sapiens) | one-dose inhibition, % at 10 µM; IC50 in µM for titrated hits | KOR beta-arrestin recruitment, luminescence, antagonist mode; higher % means a stronger effect; note: strong numbers were not always called active
Dynein cargo inh cytoplasmic EGFP – also measured in Dynein cargo inh; calls as there; z-score; measured here: cytoplasmic GR-EGFP intensity; hits give high values
Dynein cargo inh nuclear GR-EGFP – also measured in Dynein cargo inh; calls as there; z-score; measured here: nuclear GR-EGFP intensity;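 lower value marks the stronger effect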
Dynein cargo inh cell count – also measured in Dynein cargo inh; calls as there; z-score; measured here: cell count per field
* = called active by the depositor; ? = inconclusive; · = no result given; [ ] = dose if it differs, or a comment. Cut-off read from the data, not from the text of the source, unless noted: active = inhibition above about 50%; inactive = the rest.

SMILES	AID2073	KOR beta-arrestin-1	Dynein cargo inh	Dynein cargo inh cytoplasmic EGFP	Dynein cargo inh nuclear GR-EGFP	Dynein cargo inh cell count	GPR55 activation	NOD2 inhibition	P. falciparum M1AAP	M17LAP inhibition	NOD1 inhibition	KOR beta-arrestin-2
Cc1ccccc1NC(=O)NC(N)=O	47%	-4.5%	-0.41	-0.27	0.074	0.75	0.0%	17%	-1%	-1%	-29%	8%
O/N=C/CCn1c(=S)sc2ccccc21	5%	-2.8%	0.12	-0.31	0.11	0.17	-0.1%	13%	4%	15%	9%	-4%
CC(=O)N/N=C(\C)c1ccc(Br)cc1Br	1%	-2.0%	1	-0.3	0.63	0.24	1.1%	15%	5%	-3%	-46%	10%
COC(=O)Cn1c(=O)c2c(n(Cc3ccccc3)c1=O)N/C(=C/c1ccc(OC)cc1)C2=O	12%	0.4%	-0.74	-0.75	-0.7	0.58	0.0%	15%	2%	0%	-1%	16%
COc1ccc(S(=O)(=O)Nc2cc(C)on2)cc1OC	14%	-4.7%	-0.28	-0.24	0.22	-0.14	0.4%	-5%	3%	-3%	-18%	4%
CCc1ccccc1NC(=O)C1NC(=O)CC1c1ccccc1 (centres undefined)	-9%	-0.8%	1.4	-0.093	0.89	-1	-0.1%	-5%	0%	8%	-16%	28%
COc1ccc(C)cc1NC(=O)CN1CCN(CC(=O)Nc2ccccc2F)CC1	-3%	-4.8%	-0.22	-0.34	-0.22	0.4	0.2%	-24%	-1%	0%	-22%	16%
Cc1noc(C)c1CSc1nnc(-c2cc(Cl)ccc2Cl)n1N	-13%	-9.8%	0.95	0.052	0.58	0.047	0.3%	6%	1%	-5%	-16%	-5%
Cc1ccn(CC(=O)N2CCCC(N3CCN(c4cccc(Cl)c4)CC3)C2)n1 (centres undefined)	8%	3.1%	·	·	·	·	-0.1%	3%	·	·	-19%	3%
COCCNC(=S)NNc1ccc(Cl)c(C(=O)O)c1	-29%	4.1%	0.69	-0.2	0.29	-0.72	0.2%	17%	3%	0%	-2%	10%
Cc1cc(N2CCN(C)CC2)nc2ccc(NC(=S)N3CCCCCC3)cc12	-4%	3.7%	-0.67	-0.27	-0.00048	0.19	1.5%	-20%	4%	1%	-8%	-10%
O=C(c1ccc(NC(=S)Nc2ccc(F)cc2F)cc1)N1CCOCC1	-12%	·	0.7	-0.1	0.56	-1.9	-0.2%	2%	4%	-2%	-20%	-4%
CCCCCCCCCCCCOC(=O)C[N+](C)(C)C	3%	2.1%	-0.38	-0.0067	0.27	-0.36	-0.1%	6%	10%	10%	-7%	2%
O=S(=O)(c1cccc(-c2cn3cccnc3n2)c1)N1CCCCCC1	19%	7.0%	-0.18	-0.19	0.45	-0.57	0.3%	4%	12%	-54%	-20%	8%
Cc1ccccc1N(CC(=O)NC1CCCC1)C(=O)c1oc(C(C)(C)C)cc1C	-1%	-3.5%	1.3	-0.25	0.97	-1.4	0.1%	-16%	17%	1%	34%	16%
NC(=S)NNC(=O)c1ccccc1Cl	-4%	2.5%	0.71	-0.28	0.11	-0.57	0.3%	21%	-15%	5%	-2%	18%
O=C(c1ccc(N2CCN(S(=O)(=O)c3ccccc3)CC2)c([N+](=O)[O-])c1)N1CCOCC1	5%	9.0%	1.3	-0.27	0.69	-1.1	-0.3%	13%	7%	-4%	-4%	20%
COc1ccc([N+](=O)[O-])cc1N(CC(O)CN(CC(C)C)CC(C)C)S(=O)(=O)c1ccc(C)cc1 (centres undefined)	7%	4.1%	-0.33	-0.25	0.19	1.3	0.5%	-23%	-2%	1%	7%	9%
O=C(Nc1cccc(NS(=O)(=O)c2ccc(S(=O)(=O)NC3CC3)cc2)c1)c1ccccn1	8%	-2.3%	0.35	-0.2	0.27	-0.46	-0.2%	2%	7%	9%	11%	-11%
O=C(NCCc1ccc2c(c1)OCCO2)c1ccc([N+](=O)[O-])cc1Cl	-2%	2.4%	2.3	-0.22	0.7	-0.71	-0.3%	15%	-3%	11%	-11%	0%
CCN(CC)c1cc(C)c2cc(NC(=O)CNC(C)=O)ccc2n1	?	2.7%	1	-0.34	0.23	0.099	-0.1%	6%	17%	-31%	-23%	-10%
CCCCN(C(=O)NC(=O)Nc1ccccc1C)S(C)(=O)=O	2%	0.2%	-0.64	-0.2	-0.32	0.51	0.5%	5%	7%	3%	3%	-8%
O=C(O)COc1ccc(/C=C/c2nc3ccc([N+](=O)[O-])cc3s2)cc1	35%	-2.6%	0.37	-0.21	0.1	-0.89	0.4%	-17%	11%	3%	-6%	18%
C=CCn1c(=O)n2ncnc2c2c3c(sc21)CCCC3	-6%	1.6%	-1.3	-0.17	-0.66	0.3	-0.1%	30%	-2%	8%	-3%	-13%
CCOC(=O)N1CCC(NC(=O)c2cc3c(-c4cccc(OC)c4)nn(C)c3s2)CC1	18%	4.9%	-0.97	-0.29	0.17	0.44	-0.1%	-4%	15%	-7%	-35%	-17%
COCC(=O)N(Cc1cc2ccc(C)cc2[nH]c1=O)c1ccc(OC)cc1	3%	-1.6%	-0.79	0.11	-0.29	-0.67	0.2%	22%	10%	-4%	-7%	5%
CC1CSc2nnc(CCc3ccccc3)n21 (centres undefined)	1%	16%	0.06	-0.21	0.039	0.21	0.4%	-4%	-11%	-3%	-16%	-8%
CCC(=O)Nc1cccc(C2=NOC3(C2)C[C@H](C(N)=O)N(C(=O)CC#N)C3)c1 (some centres undefined)	-10%	2.3%	-0.21	-0.75	-0.14	-0.43	-0.1%	5%	0%	1%	-9%	12%
O=C(CN(C(=O)c1csnn1)c1cccc2c1CCCC2)NC1CCCC1	-6%	·	-0.92	-0.31	-0.59	1	0.2%	11%	9%	0%	-31%	8%[20 µM]
O=C(c1ccccc1)c1cc([N+](=O)[O-])ccc1N1CCOCC1	-2%	-1.3%	-0.53	-0.21	-0.31	0.35	-0.1%	6%	14%	0%	-10%	-112%

An excerpt from above in order of formula weight, lowest first:
SMILES	AID2073	KOR beta-arrestin-1	Dynein cargo inh	Dynein cargo inh cytoplasmic EGFP	Dynein cargo inh nuclear GR-EGFP	Dynein cargo inh cell count	GPR55 activation	NOD2 inhibition	P. falciparum M1AAP	M17LAP inhibition	NOD1 inhibition	KOR beta-arrestin-2
CCN(CC)c1cc(C)c2cc(NC(=O)CNC(C)=O)ccc2n1	?	2.7%	1	-0.34	0.23	0.099	-0.1%	6%	17%	-31%	-23%	-10%
CCC(=O)Nc1cccc(C2=NOC3(C2)C[C@H](C(N)=O)N(C(=O)CC#N)C3)c1 (some centres undefined)	-10%	2.3%	-0.21	-0.75	-0.14	-0.43	-0.1%	5%	0%	1%	-9%	12%
O=C(Nc1cccc(NS(=O)(=O)c2ccc(S(=O)(=O)NC3CC3)cc2)c1)c1ccccn1	8%	-2.3%	0.35	-0.2	0.27	-0.46	-0.2%	2%	7%	9%	11%	-11%

(continued)
SMILES	AID2073	KOR beta-arrestin-1	Dynein cargo inh	Dynein cargo inh cytoplasmic EGFP	Dynein cargo inh nuclear GR-EGFP	Dynein cargo inh cell count	GPR55 activation	NOD2 inhibition	P. falciparum M1AAP	M17LAP inhibition	NOD1 inhibition	KOR beta-arrestin-2
CSc1nnnn1-c1c(C)cc(C)cc1C	-7%	2.6%	0.11	0.014	0.48	0.34	-0.2%	2%	-2%	3%	-4%	20%
Oc1c(Br)cc(Br)cc1C=Nc1ccc2c(c1)OCCO2	27%	2.6%	-0.95	0.013	-0.31	0.45	0.6%	4%	-1%	5%	-2%	-11%
COc1ccc(/C=C/c2c([N+](=O)[O-])c(=O)n(C)c(=O)n2C)cc1	-2%	3.9%	-1.1	-0.23	-0.56	0.71	-1.2%	0%	19%	1%	-3%	-8%
Cc1ccc([N+](=O)[O-])c(C(=O)Nc2cccnc2Cl)c1	2%	6.9%	1.2	-0.28	0.85	-0.94	0.3%	7%	0%	-4%	-16%	-40%
CCOC(=O)CSc1ncnc2c1sc1nc(N3CCOCC3)c3c(c12)CCCC3	39%	-5.2%	1.1	-0.22	0.89	-0.19	-0.2%	16%	22%	33%	10%	-3%
COc1cccc(CCc2nnc(CCC(=O)NCCc3cccc(C)n3)o2)c1	0%	·	-0.25	-0.29	0.037	-0.26	0.3%	-6%	4%	5%	-38%	9%[20 µM]
COc1ccc(C2(O)CN(c3ccccc3)C3=[N+]2CCS3)cc1OC (centres undefined)	-2%	5.3%	-0.63	-0.32	0.1	0.98	0.0%	3%	9%	4%	-3%	-22%
OCCSc1nc(-c2ccccc2)nc2c1CCC2	-12%	4.7%	0.48	-0.18	0.72	-1	0.0%	16%	-3%	10%	-20%	·
CS(=O)(=O)N(CC(=O)N1CCN(Cc2ccc3c(c2)OCO3)CC1)c1ccc2c(c1)OCO2	0%	-1.8%	-0.68	0.31	-0.87	1.1	0.0%	-7%	-4%	2%	-8%	5%
Cc1cc(NC(=O)COC(=O)Cn2c(C)csc2=O)ccc1Br	1%	4.6%	·	·	·	·	0.4%	4%	·	·	13%	-13%
Cc1c(C(c2cccc([N+](=O)[O-])c2O)c2c(C)n(C)n(-c3ccccc3)c2=O)c(=O)n(-c2ccccc2)n1C	-7%	-0.6%	0.25	0.15	0.0057	0.2	-0.1%	-1%	2%	-10%	-5%	32%

The list is partial (hit frequency here may not be typical).
